USP2a block: USP2a (human) protease inhibition; O75604; USP2 core, Ub-CHOP2 coupled fluorogenic reporter, 485/531; Potency, µM (series often up to 38.3 µM), for inactives: at the highest dose activity change, negative = inhibition, hits mostly inhibitors; hit rate 0.01% among 330,000;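 further: potency means the concentration at half of the fitted maximal effect; plate controls were DMSO wells for no effect and full inhibition by NEM control for full effect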
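Deubiquitinase activity read as fluorescence (485/531 nm) after Ub-CHOP2 cleavage activates the enterokinase reporter on its substrate; USP2 core 10nM, Ub-CHOP2 and substrate 25nM each, 30min compound preincubation then 60min RT; data normalized to NEM, curves fitted.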
Tb PFK inh: T. brucei PFK enzyme inhibition; O15648; T. brucei PFK, ADP-Glo luminescence; Potency, µM (doses to about 57.5 µM), without a hit: at the top dose activity, negative = inhibition, actives largely listed as inhibitors; hit rate 0.17% among 330,000; AID 485367;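 further: potency means the concentration at half of the fitted maximal effect; 0% = uninhibited 1x PFK enzyme wells and -100% = no-enzyme wells; nearly all actives have a fitted effect of over 60% in size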
Target sequence (O15648 whole entry, looked up): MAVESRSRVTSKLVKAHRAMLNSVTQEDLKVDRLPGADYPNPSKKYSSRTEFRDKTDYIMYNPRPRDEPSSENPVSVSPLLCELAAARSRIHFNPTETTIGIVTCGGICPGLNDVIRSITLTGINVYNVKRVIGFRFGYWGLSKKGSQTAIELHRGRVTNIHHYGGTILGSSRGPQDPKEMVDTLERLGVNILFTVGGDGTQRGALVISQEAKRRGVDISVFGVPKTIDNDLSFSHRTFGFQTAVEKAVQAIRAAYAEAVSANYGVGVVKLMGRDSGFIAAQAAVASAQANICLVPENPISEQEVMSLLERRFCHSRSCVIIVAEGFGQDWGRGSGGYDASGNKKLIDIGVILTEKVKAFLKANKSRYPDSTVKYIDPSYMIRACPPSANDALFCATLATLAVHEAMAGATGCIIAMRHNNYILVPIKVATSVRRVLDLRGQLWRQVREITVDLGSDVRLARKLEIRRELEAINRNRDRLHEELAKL
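Luminescent ADP detection (ADP-Glo, two-step: ATP depletion then ADP-to-ATP conversion for luciferase) reported PFK activity after 45 min room-temperature reaction of 1.25 nM enzyme with 0.5 mM F6P and 0.1 mM ATP at pH 8.0.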
uPA surface inh: blocks generation of uPA at the cell surface; cell surface uPA generation assay, qHTS; Potency, µM (highest dose often 38.3 µM), for the others: top-dose activity change, negative = inhibition, usual class: inhibitors; hit rate 0.31% among 330,000; AID 540303; active means well fitted inhibition curve with a large enough effect; inconclusive means small, poorly fitted or top-dose-only effect; inactive means no such curve, though single readings can be large or run the other way; tested in mouse RAW 264.7 cells; further: potency means the concentration at half of the fitted maximal effect; on the % scale 0 is the no-effect control and ±100 the full control effect; nearly all actives have a fitted effect of over 55% in size
B2AR arrestin: agonists driving beta-arrestin recruitment to human beta2-adrenergic receptor; beta-arrestin recruitment to beta2AR, cell-based reporter; hit rate 0.02% among 330,000; Potency, µM (series often up to 46.1 µM), inactives show at the highest dose activation, actives largely listed as activators; P07550;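 further: potency means the concentration at half of the fitted maximal effect; 0% = DMSO controls and full agonism = EC100 isoproterenol or metaproterenol; nearly all actives have a fitted effect of over 65% in size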
Target sequence (P07550 whole entry, looked up): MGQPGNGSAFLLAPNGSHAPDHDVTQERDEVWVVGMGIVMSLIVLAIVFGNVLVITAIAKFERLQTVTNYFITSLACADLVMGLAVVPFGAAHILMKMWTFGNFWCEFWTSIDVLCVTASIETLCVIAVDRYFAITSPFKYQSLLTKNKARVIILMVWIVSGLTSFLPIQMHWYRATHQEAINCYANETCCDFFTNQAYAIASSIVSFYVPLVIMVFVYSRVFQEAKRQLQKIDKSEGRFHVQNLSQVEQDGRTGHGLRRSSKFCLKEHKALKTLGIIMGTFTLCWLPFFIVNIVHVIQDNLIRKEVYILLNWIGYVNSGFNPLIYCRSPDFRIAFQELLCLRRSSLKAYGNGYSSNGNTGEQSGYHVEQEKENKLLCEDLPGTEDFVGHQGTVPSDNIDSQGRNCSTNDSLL
Mito fusion act: inhibitors of mitochondrial division or activators of mitochondrial fusion. Potency, µM (doses to about 46.1 µM), inactives show at the top dose growth rescue (activation), hits mostly activators. hit rate 0.23% among 320,000. S. cerevisiae fusion-defective mutant growth rescue, CellTiterGlo 48 h. AID 485298;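 further: potency means the concentration at half of the fitted maximal effect; % of control where 0% means no effect; nearly all actives have a fitted effect of over 45% in size; temperature-sensitive fusion mutants such as fzo1-1 at 37 °C on non-fermentable ethanol glycerol medium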
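Yeast fusion mutant, YPEG (non-fermentable carbon), compound, 48 h at 37C non-permissive; CellTiterGlo added, 10 min RT, luminescence read. Rescued growth = division inhibition.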
TCR act: activators of T cell receptors; 330,000 tested, under 10 active; primary human leukocytes, anti-CD3, IL-2 HTRF, 48 h; Potency, µM (highest dose often 9.22 µM), for inactives: at the top dose activation of IL-2 secretion, usual class: activators; further: % of control where 0% means no effect
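Primary human leukocytes incubated 48 hr with anti-CD3 beads plus compound, without co-stimulation. Secreted IL-2 measured by HTRF (europium cryptate/d2 anti-IL-2 pair, 320 nm excitation, 665 nm emission).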
Chronic BCR inh: blocks chronic active B-cell receptor signaling; AID 493014; ABC-DLBCL IkBa-CBG/CBR reporter, luminescence ratio, 4 h; Potency, µM (doses to about 46.1 µM), for the others: at the highest dose ratio change, negative = lower green/red ratio, actives largely listed as inhibitors; hit rate 0.05% among 340,000; active means well fitted inhibition curve with a large enough effect in the signal ratio, with a control signal flat, not every such curve was filed as active; inconclusive means small, poorly fitted or top-dose-only effect, or effect the other way, or a change in a side signal; the % refers to the signal ratio;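 further: potency means the concentration at half of the fitted maximal effect; plate controls were basal doxycycline-induced cells for no effect and cells given 10 µM MG132 for full effect; MG132 reads +100%, hits lower the ratio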
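Cell line TMD8 (human ABC DLBCL), stably expressing tet-inducible CBG68-IkBa fusion and CBR; IMDM/0.5% FBS; cpd up to 46 uM; dox induction, 4 h, 37C/5% CO2; dual luminescence; green/red ratio; MG132 control.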
Eya2 inh: blocks the phosphatase activity of human Eya2 | O00167 | recombinant Eya2, OMFP fluorescence dephosphorylation (OMFP is methylfluorescein phosphate) | Potency, µM (series often up to 76.9 µM), for inactives: at the top dose activity, negative = inhibition, usual class: inhibitors | hit rate 0.006% among 330,000; further: potency means the concentration at half of the fitted maximal effect; on the % scale 0 is the no-effect control and ±100 the full control effect
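Eya2 protein (added as 0.2 uM solution) was preincubated with compound for 10 min at ambient temperature in 50 mM HEPES pH 7.5, 50 mM NaCl, 5 uM MgCl2, 0.05% BSA, 1 mM DTT. OMFP (added at 50 uM) then reacted 10 min; fluorescence read at 485/525 nm.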
PTAP TSG101 blk: blocks PTAP/TSG101 interaction to inhibit HIV-1 budding; Q99816; Fluorescence polarization, FITC-PTAP peptide / Tsg101 binding; Potency, µM (doses to about 115 µM), without a hit: at the top dose activity change, negative = inhibition, hits mostly inhibitors; 340,000 tested, under 10 active; active means well fitted inhibition curve with a large enough effect in the main read-out, with a control signal flat, not every such curve was filed as active; inconclusive means small, poorly fitted or top-dose-only effect, or effect the other way, or a change in a side signal; inactive means no such curve, though single readings can be large or run the other way; further: potency means the concentration at half of the fitted maximal effect; % of control where 0% means no effect
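Compounds were pin-transferred onto Tsg101 binding domain (10 uM final) in HEPES pH 7.5 buffer, then FITC-PTAP peptide was added at 50 nM final. After 20 min at RT, polarization reported peptide displacement across a qHTS concentration series.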
TSHR antag: antagonists of human thyroid stimulating hormone receptor; P16473; hit rate 0.2% among 330,000; AID 504810; TSHR-expressing cells, TSH-stimulated cAMP HTRF, 2 h; hits give low values; activity change, negative = inhibition, % at 11.5 µM;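 active means activity change below a set negative limit, meaning inhibition stronger than a set level, cut at about -70% in these data; inconclusive means activity change between two set negative limits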; further: on the % scale 0 is the no-effect control and ±100 the full control effect
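Cell-based HTRF cAMP assay; TSHR cells + compound, TSH EC80 (4nM final), 2 h, 37 deg C. Lysis with anti-cAMP cryptate and cAMP-d2, 30 min RT, read 665/620 nm.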
ELG1 repair inh: blocks ELG1-dependent DNA repair in HEK293T cells; HEK293T ELG1-luciferase reporter, luminescence, 16 h; DNA damage induced by 5-fluorouridine; Potency, µM (doses to about 46.1 µM), for inactives: at the highest dose activity change, negative = inhibition, hits mostly inhibitors; hit rate 2.3% among 330,000; further: potency means the concentration at half of the fitted maximal effect; on the % scale 0 is the no-effect control and ±100 the full control effect; nearly all actives have a fitted effect of over 55% in size
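Overnight (16 hr) co-exposure of 2,000 cells/well to 5-fluorouridine and compound at 37 °C preceded detection. Luciferase was quantified via ONE-Glo luminescence; loss of signal denotes inhibition.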
* hit, by the source's call; ? = inconclusive; · = not tested or not shown; [ ] = remark or other dose. Unless noted, the call rests on the fitted dose curve; in most records, active means well fitted curve in the direction sought with a large enough effect; inconclusive means small, poorly fitted or top-dose-only effect, or another doubt; inactive means no such curve, though single readings can be large; an effect the other way counts as inactive or inconclusive.

SMILES | USP2a block | Tb PFK inh | uPA surface inh | B2AR arrestin | Mito fusion act | TCR act | Chronic BCR inh | Eya2 inh | PTAP TSG101 blk | TSHR antag | ELG1 repair inh
COc1ccc(S(=O)(=O)N2CCOCC2)cc1NC(=O)COC(=O)C1CC1C (stereo unspecified) | 2% | -13% | 9% | 0.0% | -3% | 3% | 0% | -27% | -2% | 2 | 11%
O=C1Nc2cc(Cl)c(Cl)cc2N(O)N1c1ccc(Cl)cc1 | -5% | -5% | -5% | -0.6% | 1% | -4% | ? | -2% | -11% | 15 | -1%
S=C(c1ccc(N2CCCC2)cc1)N1CCCCC1 | 5% | -1% | 1% | -0.6% | 1% | 0% | 0% | 8% | -2% | -10 | ?
C=CCOc1ccc(CNC(C)(C)CO)cc1OC | 3% | -2% | 4% | -0.7% | 1% | 2% | 0% | ? | -3% | -1 | 17%
CC(c1cccnc1)N(C(=O)Nc1ccccc1)C1CCCCC1 (stereo unspecified) | -1% | 2% | 2% | -0.1% | 0% | 6% | 0% | 2% | -2% | -6 | ?
CN1CCN(C(=O)NC2CCCCC2)CC1 | 3% | -4% | -2% | -0.4% | -5% | -5%[46.1 µM] | -9% | 3% | -4% | -7 | -1%
CN1C(=O)/C(=C\C=C2/CCCN2C)N(C)C1=S | 2% | -2% | 1% | -0.1% | -1% | · | -10% | 16% | 40%[activator] | -2 | ?
O=C(O)CSc1ccccc1C(=O)O | 1% | 3% | -1% | 0.0% | -2% | 4% | 14% | 17% | -5% | -1 | 5%
COc1ccccc1-n1cc(C(=O)c2cc(Cl)ccc2O)cc(C#N)c1=O | -3% | -1% | -4% | 0.0% | 5%[9.22 µM] | 3% | ? | -11% | -2% | -7 | -8%
COc1ccc(NC(=O)c2sc3cc(C(F)(F)F)cnc3c2-c2cccs2)cc1 | 3% | -4% | -3% | 0.0% | -2% | 3% | 17% | 19% | -3% | 4 | 8%
O=S(=O)(c1ccc(-c2ccccn2)s1)N1CCC2(CC1)OCCO2 | -2% | 2% | 0% | -0.9% | -1% | 0% | -6% | 1% | 2% | 3 | ?
CN(C)c1ccc(CNC(=O)c2ccc(CNc3c(N4CCCCC4)c(=O)c3=O)cc2)cc1 | 1% | 2% | 3% | -1.5% | -2% | 0% | ? | 2% | -4% | -2 | -1%
Cc1ccccc1C(=O)N1CC(=O)Nc2ccc(F)cc2C1c1ccc(F)cc1 (stereo unspecified) | 1% | 0% | -1% | -0.4% | -17% | -1% | ? | -1% | -3% | -6 | -1%
COC(=O)c1sccc1NC(=O)c1cc(-c2cc(C)ccc2C)nc2ccccc12 | 1% | 1% | · | 0.1% | -1% | -3% | 0% | 5% | -5% | 0 | ?
CCOc1ccc(N(CC(=O)NCc2ccccc2)C(=O)CCC(=O)Nc2nccs2)cc1 | 0% | 4% | · | 0.1% | -6% | 8% | -1% | -6% | -1% | 7 | 0%

Record cards, as listed above. Values in the order: USP2a block	Tb PFK inh	uPA surface inh	B2AR arrestin	Mito fusion act	TCR act	Chronic BCR inh	Eya2 inh	PTAP TSG101 blk	TSHR antag	ELG1 repair inh
Entry for COC(=O)c1sccc1NC(=O)c1cc(-c2cc(C)ccc2C)nc2ccccc12 → 1%	1%	·	0.1%	-1%	-3%	0%	5%	-5%	0	?
Entry for CN1CCN(C(=O)NC2CCCCC2)CC1 → 3%	-4%	-2%	-0.4%	-5%	-5%[46.1 µM]	-9%	3%	-4%	-7	-1%
Entry for CN1C(=O)/C(=C\C=C2/CCCN2C)N(C)C1=S → 2%	-2%	1%	-0.1%	-1%	·	-10%	16%	40%[activator]	-2	?

(further entries)
SMILES | USP2a block | Tb PFK inh | uPA surface inh | B2AR arrestin | Mito fusion act | TCR act | Chronic BCR inh | Eya2 inh | PTAP TSG101 blk | TSHR antag | ELG1 repair inh
COc1cccc(/C=N/NC(=S)NCCc2ccccc2)c1 | 1% | 0% | 0% | 3.5% | -5% | -1% | 8% | 2% | 0% | 0 | -1%
c1ccc2c(-c3nc4ncccc4o3)cccc2c1 | 0% | 1% | -3% | -0.9% | 3% | 3% | 0% | -9% | -4% | -9 | ?
COc1ccc(CNC(=O)c2cc3c(=O)n4ccccc4nc3n(CC3CCCO3)c2=N)cc1 (stereo unspecified) | 4% | 2% | 3% | -0.4% | -2% | 2% | ? | 0% | -3% | 5 | -18%
O=C(O)c1ccc(N(c2ccccc2)c2ccccc2)cc1 | 5% | 0% | -4% | 0.1% | -1% | -5%[46.1 µM] | 13% | 3% | -4% | -24 | -6%
CCCCN1C(=O)/C(=C(/C#N)C(N)=O)c2ccccc21 | 1% | 6% | -2% | -0.2% | -5% | -8%[46.1 µM] | ? | -1% | -1% | 0 | ?
C=CCOc1ccc(C(=O)Nc2ccccc2C(=O)N2CCCC2)cc1 | 0% | 1% | -26% | 0.2% | 2% | 5% | -3% | -9% | -1% | -1 | 5%
COC(=O)c1ccc(CSc2n[nH]c(C)n2)o1 | -1% | -4% | 2% | -0.9% | 0% | 5%[46.1 µM] | 5% | -3% | -1% | 1 | ?
O=C(N[C@@H](CCC/[N+]([O-])=C/c1ccccc1)C(=O)O)OCc1ccccc1 | 2% | -3% | 10% | 0.3% | · | 2%[46.1 µM] | 1% | -4% | -2% | 3 | 22%
Cc1ccc(CCC(=O)Nc2ccc(Cl)cc2)o1 | 0% | -3% | -2% | -0.5% | -1% | -9% | 0% | -5% | -8% | 14 | 6%
Cc1ccc(C)c2[nH]c(=O)c(CCNC(=O)CC(C)(C)C)cc12 | 1% | 1% | 9% | -0.1% | -1% | 1%[46.1 µM] | -2% | 2% | 1% | -6 | -8%
Cc1cc(NC(=O)Cc2ccc(Br)cc2)no1 | 0% | -7% | 2% | -0.3% | 3% | · | 0% | -9% | -2% | -40 | 4%
O=C(Cc1cccc2ccccc12)Nc1ccccc1Br | 1% | 0% | 15% | 0.5% | 2% | · | -1% | 8% | -7% | -12 | 14%
Cc1ncc([N+](=O)[O-])n1CCOC(=O)Nc1ccc(Cl)c(Cl)c1 | -10% | -1%[0.46 µM] | -3% | 0.1% | 7% | · | 11% | -6% | -3% | 20 | 1%
COc1ccc(N=C2C(=O)N3CCCc4cccc2c43)cc1 | -4% | 0% | -8% | 0.8% | 1% | -4%[46.1 µM] | 3% | -8% | 0% | 6 | 6%
CCOc1ccc(N2C(=O)c3ccccc3C2O)cc1 (stereo unspecified) | 1% | -3% | ? | -1.6% | 1% | 0% | ? | -5% | -1% | 1 | ?

(listing goes on)
Every second line gives: USP2a block, Tb PFK inh, uPA surface inh, B2AR arrestin, Mito fusion act, TCR act, Chronic BCR inh, Eya2 inh, PTAP TSG101 blk, TSHR antag, ELG1 repair inh
> CS(=O)(=O)N1CCN(c2ccc(NC(=O)c3ccccc3)cc2)CC1
  -1%, -1%, -2%, -0.2%, 4%, -4%, -3%, 8%, -9%, 12, ?
> N#Cc1nc(-c2ccccc2F)oc1N1CCCCC1
  -1%, -2%, 4%, -0.8%, 11%, 9%, ?, 6%, -6%, 0, 3%
> CCOc1ccccc1N1CC(C(=O)Nc2nccs2)CC1=O (stereo unspecified)
  5%, -1%, 2%, -0.2%, 5%, -1%, 2%, 8%, 1%, -8, -7%
> OCCC1CN(Cc2ccccn2)CCN1C1CCCC1 (stereo unspecified)
  0%, -2%, 1%, -0.2%, -1%, 1%, ?, 6%, -3%, 3, 13%
> COc1cccc(Cn2cnc3c(NS(=O)(=O)c4ccc(Cl)cc4Cl)c(C)c(C)cc32)c1
  -2%, 0%, -4%, 4.5%, 5%, 9%, ?, 3%, -5%, 5, -18%
> Cc1ccc2nc(Cl)c(C3CC(c4ccco4)=NN3C(=O)CCCC(=O)O)cc2c1 (stereo unspecified)
  2%, 2%, -2%, -0.4%, 0%, -2%, ?, 17%, -2%, -9, 11%

Bioassay records as filed in PubChem BioAssay.
